KDM5B inhibitor – inhibitors of human KDM5B histone demethylase. actives 2.6% (n = 220,000). KDM5B demethylase, FDH-coupled NADH fluorescence (FDH is formaldehyde dehydrogenase). Potency, µM (series often up to 57.7 µM), for the others: at the top dose activity change, negative = inhibition, usual class: inhibitors. Q9UGL1; active = well fitted inhibition curve with a large enough effect; inconclusive = small, poorly fitted or top-dose-only effect; inactive = no such curve, though single readings can be large or run the other way; also: 0% is about no effect; nearly all actives have a fitted effect of over 70% in size
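KDM5BΔAP (200 nM final) in 50 mM HEPES pH 7.5, 0.01% Tween-20 was preincubated 10 min at RT with compound over a concentration range. Substrate mix (H3K4me3 12.5 µM, α-KG 25 µM, Fe²⁺, ascorbate, NAD⁺, FDH) was added, and NADH fluorescence change over 30 min gave dose-response curves.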
Numbers without * were called inactive; ? = inconclusive; [ ] = remark or other dose. Potency is read from the fitted curve at half-maximal effect.

canonical_smiles | KDM5B inhibitor
CCOc1cccc2sc(NC(=O)c3ccc(S(=O)(=O)N4CCCCC4C)cc3)nc12 (stereo not drawn) | ?
CC(C)(C)C(=O)/C(C#N)=C/c1ccc(OCc2ccc(Cl)cc2Cl)cc1 | -11%
CNC(=O)CCn1ncc2cc(OC3CCc4cccc(-c5c(C)noc5C)c43)ccc21 (stereo not drawn) | -6%[86.2 µM]
NC(Cc1ccc(OC(F)(F)F)cc1)C(=O)O (stereo not drawn) | 14%
CC(C)(C)c1ccc(C(=O)N2C[C@@H](CO)[C@H](c3ccccn3)C2)cc1 | 12%
CC(C)Oc1ccc(CNS(=O)(=O)c2cnc(N)nc2)cc1 | -14%
CCc1ccc(C(=O)C(C)Sc2nncn2-c2ccccc2OC)cc1 (stereo not drawn) | -5%
Cn1cc(CN2CCN(c3cnccn3)CC2)c(-c2ccc(C3CCCCC3)cc2)n1 | 28µM*
CCNc1c(NS(=O)(=O)c2ccc(C3CCCCC3)cc2)c(=O)oc2ccccc12 | ?
Cc1ccc(-c2cc3c(=O)n(CCNC(=O)c4ccoc4)ccn3n2)c(C)c1 | 13%
COCCN1C(=O)Cc2ccccc2C1C(=O)NCc1ccc(N2CCCCC2)cc1 (stereo not drawn) | 4%
COc1ccc(NC(=O)c2cc(=O)c3ccc(C)c(C)c3o2)cc1 | 8%
COc1ccc(Cl)cc1NCC(=O)Nc1ccc(OC)c(S(=O)(=O)N2CCCCC2)c1 | -14%
Cn1ccnc1CN1C(=O)CO[C@H](c2ccc(NC(=O)CC(C)(C)C)cc2)[C@H]1CO | 4%[86.2 µM]
Nc1nnnn1/N=C/c1ccc(F)cc1 | 39%
N#Cc1cn(CC(=O)NCc2ccccc2)c2ccccc12 | -6%
Cc1ccc(C)c(C(=O)N2CCC(n3cnnc3C3CC3)CC2)c1 | -6%
Cc1c(C(=O)N(C)c2ccccc2)sc2nc3n(c(=O)c12)CCCC3 | -11%
Cc1nc2nc(N(Cc3ccccc3)C(=O)c3ccco3)[nH]n2c(=O)c1C | 9%
O=C(NCC1CCCCO1)C1(Oc2ccc(Cl)cc2)CCNCC1 (stereo not drawn) | 40%[activator]
CC(C)Oc1ccc(CNC(=O)c2ccccc2NC(=O)c2nsc3ccccc23)cc1 | ?
COc1cc2c(cc1CNC(=O)Cn1nc(C)n(Cc3ccccc3)c1=O)CCC2 | 4%
COCCCNC(=O)C1CCN(c2cc(C)nc3c(-c4ccc(Cl)cc4)c(C)nn23)CC1 | -3%
COC(=O)COc1ccc(-c2nccc(-c3ccccn3)n2)cc1 | 14%
O=C(CSc1nccc(=O)[nH]1)c1cc2ccccc2o1 | -17%
COCCOC1CCOC2(CCN(C(=O)c3nccc4ccccc34)CC2)C1 (stereo not drawn) | -25%
Cn1c(=O)oc2cc(S(=O)(=O)CCC(=O)NCCc3ccc(Cl)cc3)ccc21 | 7%
COC(=O)c1ccc(OC)c(Cn2c(=O)n(Cc3ccccc3)c(=O)c3c2c2cc(OC)ccc2n3C)c1 | ?
CCC1CN(C(=O)NCc2ccc(C)cc2)c2cc(C)ccc2O1 (stereo not drawn) | -7%
O=C(COc1ccccc1Cl)Nc1cccc(NC(=O)c2ccco2)c1 | 7%
CC(=O)N1CCN(C(=O)C[C@@H]2CCNC[C@@H]2Cc2cc(-c3ccccc3)on2)CC1 | ?
Cn1c(=O)c2c(nc(Oc3ccccc3F)n2Cc2ccccc2F)n(C)c1=O | 3%
O=C(CC1CCCN(c2cnn(CC3CC3)c(=O)c2)C1)N1CCOCC1 (stereo not drawn) | -3%
Cc1nc(C)c(C(=O)N2CCC(c3nnc(Cn4ccnc4)n3C)CC2)o1 | 10%
CCCCc1cc(C[C@H]2CNCC[C@H]2CC(=O)NCc2ccccc2)no1 | -13%[86.2 µM]
COCCCNC(=O)c1sc2nc(C)c(C(=O)Nc3ccc(C)cc3C)c(-c3ccc(Cl)cc3)c2c1N | ?
O=C(c1coc(COc2cccc(F)c2)n1)N1CCCCC1c1nccs1 (stereo not drawn) | -10%
COc1ccc(NC(=O)Cc2cc(OC)c(OC)c(OC)c2)cc1NS(C)(=O)=O | 6%
COCCN1Cc2ccc(Nc3ccc(OC)cc3)nc2C(C)(C(=O)NC(C)C)C1 (stereo not drawn) | -15%[86.2 µM]
COc1cccc(CNC(=O)[C@@H]2C[C@@H](O)CN2C2CCN(C(=O)c3nccc4ccccc34)CC2)c1 | -12%
O=C(NC1CCCN(c2cc(-c3ccc(F)cc3)[nH]n2)C1)c1ccncc1 (stereo not drawn) | -17%
CC(C)c1cc(N2CCOCC2)n2c(nc3ccccc32)c1C#N | 7%
COCC(=O)N[C@@H]1C=C[C@@H](c2c(C)nn(-c3ccc(C(C)(C)C)cc3)c2C)C1 | -12%[86.2 µM]
c1ccc2c(NC34CC5CC(CC(C5)C3)C4)nc(N3CCCC3)nc2c1 | 14%
Cc1ccccc1CC(=O)N1CCN(c2cc(-c3ccc(Cl)cc3)[nH]n2)CC1 | 7%
CCC(=O)Nc1cc(C(=O)NCC(C)C)c2ccc(C)nc2c1 | 22µM*
CCN(CC)C(=O)[C@@H]1C[C@H](n2cc(-c3cccc(OC)c3)nn2)CN1 | -3%
O=C(Cn1nc2c(-c3nc(-c4cccc(F)c4)no3)cccn2c1=O)NCc1ccc(F)cc1 | -22%
N#Cc1ccc(NCCNC(=O)c2nccnc2N)nc1 | ?
COc1ccccc1C(O)c1nc(Nc2cccc(F)c2)n[nH]1 (stereo not drawn) | 1%[86.2 µM]
O=C(Cc1n[nH]c(=O)c2ccccc12)N1CCN(c2ccccc2F)CC1 | 10%
Cc1cccc(NC(=O)c2cc(-c3ccc4c(c3)OCCO4)on2)c1 | ?
CCN(CC)S(=O)(=O)c1ccc(N(C)CCOc2ccc(Br)cc2)nc1 | -4%
Cn1c(CN2CCOCC2)nnc1SCc1ccccc1 | -10%
CCOCCn1nc(C)cc1C(=O)N1CCC2(CC(=O)NC2=O)C1 (stereo not drawn) | 24%
COc1ccc(N2CCN(C(CNC(=O)C(=O)NCc3ccc(C)cc3)c3cccnc3)CC2)cc1 (stereo not drawn) | -1%
COCCCNC(=O)CSCc1nc(-c2ccccc2C)oc1C | 1%
Cc1cccc(NNC(=O)C2CCC2)c1 | 30%
COc1ccc(C(=O)N[C@@H]2CCC[C@@H]2C(=O)NCCCN2CCOCC2)cn1 | 16%
CCC12CN(CC#N)CC(CC)(CN(CC#N)C1)C2=O | 22%

Remaining list, next part.
canonical_smiles | KDM5B inhibitor
Cc1nc(C)c(C(=O)NCC23CCC=C2N(C)C(=O)CC3)s1 (stereo not drawn) | 9%
COc1ccc(C2(CNC(=O)c3ccc(Cl)cc3Cl)CCOCC2)cc1 | 17%
CS(=O)(=O)Oc1ccc2c(c1)O/C(=C\c1cccnc1)C2=O | ?
Cc1ccncc1C(=O)N1CC(c2nc(CCN(C)C(=O)C3CC3)no2)C1 | 13%
Oc1ccc(-c2nc(C3CC3)nc3c2CCN(Cc2ccccn2)CC3)cc1 | -7%
O=C(/C=C/c1ccc(F)cc1)c1ccc(O)cc1 | -29%
CCn1nc(CC(C)C)cc1C(=O)NC1CCCN(c2ncccn2)C1 (stereo not drawn) | ?
CCc1nnc([C@@H]2CC(F)(F)CN2C(=O)CCn2cccn2)o1 | -7%
Cc1cccc(NC(=O)N2C[C@@H](F)C[C@H]2C(=O)N2CCc3ccccc3C2)c1 | 16%
COc1ccc(C2CC(=O)Nc3c2c(C)nn3-c2ncccn2)cc1 (stereo not drawn) | 10%
N#CC1(NC(=O)c2csc(-c3cccc(Cl)c3)n2)CCC1 | 17%
COc1ccc(NC(=O)c2cnc[nH]2)cc1 | 5%
CN(C(=O)CN1C(=O)CCSc2ccc(S(=O)(=O)N3CCCC3)cc21)c1ccccc1 | -5%
CC(C)=CC(=O)Nc1ccc2c(c1)Cc1ccccc1-2 | 8%
N#CCN1CCNCC1 | 7%
Cc1ccccc1C(=O)N1CCC2(CC1)OCC(C(=O)N1CCOCC1)N2C(=O)c1cccc(F)c1 (stereo not drawn) | -18%
COc1ccc2cc(C(=O)N3CCN(Cc4ccccc4)CC3)c(C)nc2c1 | ?
Cc1ccc(-c2nn3c(=O)cc(CN4CCN(C(=O)Nc5cc(Cl)ccc5C)CC4)nc3s2)cc1 | -7%
C[S+](=O)([O-])N1CC2ON=C(C(=O)N3CCN(c4ncccn4)CC3)C2C1 (stereo not drawn) | -25%[115 µM]
CCn1c(SCC(=O)NC2CCCC2)nnc1-c1ccncc1 | 8%
Cc1ccccc1CN1CCn2c(nn(CC3COc4ccccc4O3)c2=O)C1=O (stereo not drawn) | -16%
CSc1ccc(CC2C(=O)Nc3ccccc32)cc1 (stereo not drawn) | ?
COc1ccc(OC)c(CCNC(=O)c2csc3c2CCCCC3)c1 | -13%
N#Cc1c(SCCN2CCCCC2)nc(N2CCOCC2)c2c1CCCC2 | 8%
O=C(NCc1ccc2c(c1)CCN2C(=O)c1ccccc1)Nc1cccc(C(F)(F)F)c1 | ?
O=C(CCC1CCN(C(=O)c2ccccc2)CC1)N1CCC(Cc2ccccc2)CC1 | 8%
CC1Cc2ccccc2N1C(=O)CSc1nnc(-c2ccccc2Cl)o1 (stereo not drawn) | -22%
O=C1NC(C(=O)O)Cn2cccc21 (stereo not drawn) | -4%
Cc1ccc2[nH]c3c(c2c1)CCCC3NCC12CC3CC(CC(C3)C1)C2 (stereo not drawn) | ?
O=C(Cn1ccc2c(Br)cccc21)N1CCCC1 | -10%
O=C(NCc1ccccc1)N1CCCCC1c1nc(C2CC2)n[nH]1 (stereo not drawn) | -7%
CCOc1ccc(-n2c(=O)c3c4c(sc3n(CC(=O)NC(C)CC)c2=O)CCCCC4)cc1 (stereo not drawn) | -2%
CCS(=O)(=O)N1CCc2cc(C(=O)N3CCN(c4ccccc4)CC3)ccc21 | -3%
O=c1ncn(CC2CC2)c2ccc(-c3ccc(F)cc3)nc12 | 35µM*
CC(=O)Nc1ccc(NC(=O)c2cc(-c3ccc(C)c(C)c3O)n[nH]2)cc1 | ?
CCCC1CC(C(=O)Nc2ccccc2)C(=O)O1 (stereo not drawn) | 17%
CCCSc1nc2c([nH]c3ccccc32)c(=O)n1C | -25%
CCOC(=O)c1c(S(=O)(=O)N2CCCC(C(=O)Nc3ccc(F)cc3)C2)c(C)n(C)c1C (stereo not drawn) | -5%
Cc1ccc(C(=O)N/N=C/c2cccnc2)s1 | 10%
Cc1nnc(-c2cc(-c3cccc(F)c3)ccn2)n1C1CCCCC1 | -5%[86.2 µM]
CCOc1ccc(Nc2nc3ccccc3n3c(CC)nnc23)cc1 | 2%
Cc1ccc(CN(CC(=O)NC(N)=O)C2CC2)cc1 | 31%
CC(=O)c1ccc(NC(=O)O[C@@H]2CO[C@H]3[C@@H]2OC[C@@H]3NC(=O)c2ccccc2)cc1 | -6%[86.2 µM]
Cc1ccc(C)c(Cn2c(=O)n(CC3CCC(C(=O)N4CCOCC4)CC3)c(=O)c3sccc32)c1 (stereo not drawn) | -4%
N#Cc1ccc(Oc2ccc(C(F)(F)F)cc2NC(=O)c2ccc(F)cc2)cc1 | -25%
O=c1c2nc(-c3ccc(Cl)cc3)ccc2ncn1Cc1ccccn1 | 35µM*
O=C(Nc1ccc(F)cc1)c1ccc(-n2cnnc2)cc1 | -16%
COc1ccc(Nc2nc(N)c(C(=O)c3cc(C)c(C)cc3C)s2)cc1 | -14%

In the list so far, 4 contain a tert-butyl group:
canonical_smiles | KDM5B inhibitor
CC(C)(C)C(=O)/C(C#N)=C/c1ccc(OCc2ccc(Cl)cc2Cl)cc1 | -11%
CC(C)(C)c1ccc(C(=O)N2C[C@@H](CO)[C@H](c3ccccn3)C2)cc1 | 12%
Cn1ccnc1CN1C(=O)CO[C@H](c2ccc(NC(=O)CC(C)(C)C)cc2)[C@H]1CO | 4%[86.2 µM]
COCC(=O)N[C@@H]1C=C[C@@H](c2c(C)nn(-c3ccc(C(C)(C)C)cc3)c2C)C1 | -12%[86.2 µM]

Other records.
canonical_smiles | KDM5B inhibitor
Cc1nn(Cc2cccc(C(N)=O)c2)c(C)c1Br | 30%
CC(C)NC(=O)NC(=O)CN(C)C1CCCCC1 | -10%
O=C(C1CCC(Cn2c(=O)c3sccc3n(Cc3ccc(Cl)cc3)c2=O)CC1)N1CCCC1 (stereo not drawn) | 6%
COC(=O)c1ccc(NC(=O)Cn2cnc3c2c(=O)n(C)c(=O)n3C)cc1 | 7%
Cc1onc(-c2cnn(C)c2NCc2ccc(C#N)cc2)c1C(=O)N(C)c1ccccc1 | -29%[86.2 µM]
COc1ccc(CN(C)S(=O)(=O)c2nnc(NC(=O)C(C)C)s2)cc1OC | -8%
O=C(NCCCNC(=O)c1cc2ccccc2[nH]1)c1ccc(F)cc1 | -23%
COc1cc(/C=N\Nc2nc(-c3ccc(C)cc3)c(NC(C)=O)s2)ccc1O | ?
CC(C)(C)OC(=O)N1CCC(c2c(C(=O)N3CCN(c4ncccn4)CC3)cnn2-c2ccc(F)cc2)CC1 | -15%
NC(=O)c1cccnc1N1CCC2(CC1)CC(C(=O)O)N(C(=O)C1CC1)C2 (stereo not drawn) | -27%
Cc1ccc(NS(=O)(=O)c2ccc(-c3coc(C)n3)cc2)c(Cl)c1 | -5%
Cc1ccc(N2CC(c3noc(C4(c5ccccc5)CC4)n3)CC2=O)cc1 (stereo not drawn) | -19%

3 entries from above, sorted by number of heavy atoms, falling:
canonical_smiles | KDM5B inhibitor
CCOC(=O)c1c(S(=O)(=O)N2CCCC(C(=O)Nc3ccc(F)cc3)C2)c(C)n(C)c1C (stereo not drawn) | -5%
CCOc1cccc2sc(NC(=O)c3ccc(S(=O)(=O)N4CCCCC4C)cc3)nc12 (stereo not drawn) | ?
Cc1ccc(C)c(C(=O)N2CCC(n3cnnc3C3CC3)CC2)c1 | -6%

From PubChem BioAssay

Not all compounds are listed. The share of hits here may be higher or lower than overall.
